Source: PubChem BioAssay (Southern Research Specialized Biocontainment Screening Center)
influenza NS1A: H1N1 influenza NS1A inhibitors, functional cell based assay (AID 504329); actives 0.3% (n = 340,000); one-dose inhibition, % at 12.5 µM; IC50 in µM for titrated hits; NS1A functional cell-based assay, percent inhibition; higher % means a stronger effect; in the data active = a potency from the dose series; inconclusive = inhibition above about 27% without an active follow-up result; note: strong numbers were not always called active
VEEV TC-83 Vero: inhibitors of VEEV TC-83 cytopathic effect, confirmation, Vero cells (AID 588727); Vero cells, VEEV TC-83 cytopathic effect inhibition; higher % means a stronger effect; actives 0.13% (n = 350,000); inhibition, % at 20 µM; hits with a dose series show IC50 in µM; in the data active = a potency from the dose series; inconclusive = inhibition mostly from about 14% at the one dose, without a potency; inactive = the rest, 99 in 100 with inhibition below about 12%; note: strong numbers were not always called active
M. tuberculosis HTS: M. tuberculosis growth inhibition, HTS (AID 449762); M. tuberculosis H37Rv growth inhibition, 7H9 media; higher % means a stronger effect; one-dose inhibition, % at 25 µM; IC50 in µM for titrated hits; actives 0.59% (n = 330,000); in the data active = a potency from the dose series; inconclusive = inhibition above about 70% without an active follow-up result;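 note: bacterial growth assessed after seven days of incubation; strong numbers were not always called active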
M. tuberculosis: growth inhibition of non-replicating M. tuberculosis (AID 488890); actives 0.39% (n = 320,000); inhibition, % at 25 µM, or IC50 in µM where a hit was titrated; Mycobacterium tuberculosis non-replicating, growth inhibition; higher % means a stronger effect; in the data active = a potency from the dose series; inconclusive = inhibition mostly from about 82% at the one dose, without a potency; inactive = the rest, 99 in 100 with inhibition below about 76%;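 note: plate controls were DMSO cells for no effect and high antibiotic wells for full effect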
PhoP GFP inhibition: Inhibition of PhoP regulon, Salmonella typhi GFP reporter cells, confirmation, 4 h (AID 1850); actives 0.33% (n = 310,000); one-dose inhibition, % at 50 µM; IC50 in µM for titrated hits; Salmonella Typhi PhoP-promoter GFP reporter, fluorescence, 4 h; higher % means a stronger effect; in the data active = a potency from the dose series; inconclusive = inhibition mostly from about 25% at the one dose, without a potency; inactive = the rest, 99 in 100 with inhibition below about 19%;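 note: 0% = induced wells with vehicle and 100% = uninduced wells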
VEEV TC-83 Vero 10K pilot screen: further read-out of VEEV TC-83 Vero, marked with its call; inhibition, %; measured here: 10K pilot screen inhibition
Numbers without * were called inactive; i = inactive; ? = inconclusive; . = not tested or not shown.

SMILES	influenza NS1A	VEEV TC-83 Vero	M. tuberculosis HTS	M. tuberculosis	PhoP GFP inhibition	others
CC(=O)/C(=N\Nc1ccccc1)Oc1ccc(Br)cc1	.	i	2%	-2%	-26%
CCOC(=O)c1c(C)cc(C)[nH]c1=O	-20%	i	-3%	3%	2%
COCCNC(=O)/C(C#N)=C/c1c(N2CCN(c3cccc(Cl)c3)CC2)nc2c(C)cccn2c1=O	13%	4.3%	9%	33%	-4%
CCCSCCCNC(=O)c1ccc(C)c(NC(=O)C2=C(C)OCCS2)c1	-16%	0.5%	-1%	56%	7%
CC1CN(c2nc3ccccn3c(=O)c2/C=C(\C#N)C(N)=O)CC(C)O1 (centres undefined)	-5%	1.1%	-2%	8%	-3%
CCOC(=O)Cc1csc(NC(=O)c2sc3nc4c(C)cc(C)cc4cc3c2N)n1	-6%	i	64%	12%	-14%
Cc1ccc(NS(=O)(=O)c2cn(C)c(=O)n(C)c2=O)c(C)c1	-1%	0.6%	4%	6%	6%
NCC(O)c1ccc(O)cc1 (centres undefined)	-3%	1.1%	2%	9%	1%
Cn1cc(S(=O)(=O)NCCc2ccccc2)c(=O)n(C)c1=O	6%	1.9%	3%	0%	1%
CC1(C)CC(=O)C=C(c2ccc(F)nc2)C1	17%	0.5%	-11%	-4%	.	VEEV TC-83 Vero 10K pilot screen=0.7

Some of these compounds in order of count of non-hydrogen atoms, lowest first.
SMILES	influenza NS1A	VEEV TC-83 Vero	M. tuberculosis HTS	M. tuberculosis	PhoP GFP inhibition	others
NCC(O)c1ccc(O)cc1 (centres undefined)	-3%	1.1%	2%	9%	1%
CC(=O)/C(=N\Nc1ccccc1)Oc1ccc(Br)cc1	.	i	2%	-2%	-26%
COCCNC(=O)/C(C#N)=C/c1c(N2CCN(c3cccc(Cl)c3)CC2)nc2c(C)cccn2c1=O	13%	4.3%	9%	33%	-4%

Other compounds follow:
SMILES	influenza NS1A	VEEV TC-83 Vero	M. tuberculosis HTS	M. tuberculosis	PhoP GFP inhibition	others
O=C(COC(=O)c1nc(Cl)c(Cl)c(Cl)c1Cl)NCc1ccccc1	5%	i	5%	69%	.
O=C(NCc1cccs1)c1nn2cccnc2c1Cl	8%	0.7%	1%	-10%	-3%
CC(NC(=O)c1cc2cc(F)ccc2[nH]1)c1ccccc1 (centres undefined)	2%	1.4%	2%	15%	9%
COc1ccc(NC(=O)CN2CCCCC2)c([N+](=O)[O-])c1	4%	0.2%	-6%	-22%	-13%
Cc1cccc(C(C)C)c1NC(=O)c1c(-c2ccccc2)noc1C	-13%	1.0%	0%	-3%	-9%
CC(NC(=O)COC(=O)CCC(=O)c1ccc(F)cc1)c1ccccc1 (centres undefined)	7%	i	0%	14%	.
O=C(Oc1ccc(N(Cc2cccs2)C2=NS(=O)(=O)c3ccccc32)cc1)c1ccco1	-1%	7.0%	-1%	-6%	2%
CCN(CC(=O)NCc1cccs1)S(=O)(=O)c1cccc(Br)c1	-2%	1.4%	-15%	2%	.
CC1CC(=O)c2cnc(N3CCOCC3)nc2C1 (centres undefined)	3%	2.3%	2%	1%	14%
CC12CCC(C(=O)N3CCCc4ccccc43)(CC1=O)C2(C)C (centres undefined)	-4%	1.1%	-4%	11%	5%
Cc1c(N=Nc2c(O)[nH]c(=O)[nH]c2=O)c(=O)n(-c2ccccc2)n1C	2.1µM*	0.4%	1%	12%	3%
COc1cc([N+](=O)[O-])ccc1NC(=S)Nn1cnnc1	5%	5.5%	-1%	30%	-3%
O=C(Nc1ccccc1C(F)(F)F)N1CCCC(O)C1 (centres undefined)	-25%	0.8%	-1%	-8%	3%
COC(=O)C(O)(c1ccc(NC(=O)Oc2ccccc2)cc1)C(F)(F)F (centres undefined)	1%	i	-4%	-13%	-4%
CCc1nnc(N/N=C/c2cccs2)n1N	-5%	1.1%	?	?	9%
CSc1ccccc1NC(=O)CSc1nnc(CNC(=O)c2ccccc2F)n1C	3%	0.5%	3%	-2%	3%
CC1CCCCN1S(=O)(=O)c1ccc(-n2cnnn2)cc1 (centres undefined)	-3%	0.9%	-1%	3%	4%
COc1ccc(NC(=O)C2CCN(S(=O)(=O)c3cn(C)nc3C)CC2)cc1	3%	2.5%	6%	4%	-31%
Cc1ccc(C)n1-c1ccncc1	-18%	i	-7%	5%	3%
COc1ccc(Cn2cc(C(=O)c3ccccc3)c(=O)c3cc(OC)ccc32)cc1	-2%	0.9%	-5%	23%	-10%
CCc1nc2ccccc2c(=O)n1-c1cccc(OC)c1	-3%	0.1%	-10%	-7%	-1%
O=c1oc2ccccc2c2c1nc(C(F)(F)F)n2-c1ccccc1	-12%	2.9%	4.4µM*	2µM*	-18%
CCOC(=O)C1CCCN(C(=O)Cn2sc3nc(C)cc(C)c3c2=O)C1 (centres undefined)	10%	2.2%	-16%	.	1%
CCn1c(CNC(=O)COc2ccc(C(C)C)cc2)nnc1SCC(=O)Nc1ccccc1C(C)C	-3%	0.3%	-8%	13%	-8%
COC(=O)c1nn(-c2cccc(C(F)(F)F)c2)c(=O)cc1Sc1ccccn1	-6%	4.4%	-4%	3%	-6%
Clc1ccc(Oc2cnns2)c(Cl)c1	-3%	5.2%	1%	2%	-4%
CCOCc1nnc(NC(=O)CCS(=O)(=O)Cc2ccccc2)s1	-5%	3.5%	0%	34%	-2%
CCOc1ccc(N2CC(C(=O)NCc3ccc4c(c3)OCO4)CC2=O)cc1 (centres undefined)	3%	3.3%	-2%	6%	3%
CC(NC(=O)Nc1ccc2c(c1)OCO2)c1ccncc1 (centres undefined)	4%	0.3%	5%	12%	-10%
Cn1c(=O)c2c(=O)cc(NNC(=O)CC#N)[nH]c2n(C)c1=O	-11%	i	-4%	i	2%
C=CCN1C(=O)/C(=C/c2ccsc2)SC1=S	-3%	i	5%	-2%	-10%
O=C(COc1ccc([N+](=O)[O-])cc1)Nc1ccccc1C(=O)NC1CC1	-6%	2.9%	0%	-18%	9%
COCCNC(=S)N(CCN(C)C)Cc1cc2cc3c(cc2[nH]c1=O)OCO3	-10%	i	5%	-4%	-2%
CC(=O)NN1C(=O)c2ccccc2NC1c1cccnc1 (centres undefined)	11%	0.8%	-3%	8%	-5%
CC(C)(C)c1ccc(/C=N/NC(=O)Cc2c[nH]c3ccccc23)cc1	4%	6.1%	-2%	20%	5%
CN(CC(=O)Nc1cccc(F)c1)CC(=O)Nc1cccc(S(=O)(=O)N2CCCCC2)c1	-2%	8.2%	-12%	-3%	.
CC(C)CN(C(=O)C1CCCC1)C1CCS(=O)(=O)C1 (centres undefined)	2%	i	.	.	.
CCc1ccc(NC(=S)Nc2cc(OC)c(NC(=O)C(C)C)cc2OC)cc1	15%	7.2%	12%	?	10%
Cc1ccc(N/N=C/c2cccnc2)cc1	10%	1.8%	?	33%	16%	VEEV TC-83 Vero 10K pilot screen=3.6
N[C@@H]1CC[C@@]2(O)[C@H]3Cc4ccc(O)c5c4[C@@]2(CCN3CC2CC2)C1O5 (some centres undefined)	1%	0.7%	-7%	-15%	.
S=c1[nH]nc(-c2ccco2)n1/N=C/c1ccccc1	-13%	?	0%	-22%	4%
COC(=O)c1c(C)c[nH]c1C	5%	i	-12%	14%	8%
Cc1cc(C)n(C(=O)c2ccc([N+](=O)[O-])cc2Cl)n1	4%	i	6%	11%	4%
CCc1oc(C(=O)O)cc1COC	5%	2.0%	-2%	-3%	3%
O=C(c1cccc(C(F)(F)F)c1)N1CCC(O)(CS(=O)(=O)Cc2ccc(Cl)cc2)CC1	-1%	i	-5%	2%	1%
Cc1cccc(NS(=O)(=O)c2cccc(C(=O)N3CCN(S(=O)(=O)c4ccccc4)CC3)c2)c1	-6%	7.8%	7%	9%	1%
COc1ccccc1-c1cc(C(F)(F)F)nc(NCc2cccs2)n1	24%	1.6%	9%	13%	-17%
O=C(COC(=O)/C=C/c1ccc(F)cc1)NCc1ccc2c(c1)OCO2	11%	1.6%	-1%	-2%	.
CNS(=O)(=O)c1cccc(C(=O)OCC(=O)c2c(N)n(Cc3ccccc3)c(=O)n(C)c2=O)c1	-2%	9.9%	.	.	.
O=S(=O)(NCC(Nc1ccc(Cl)cc1)c1ccccc1)c1ccc(Cl)cc1 (centres undefined)	7%	i	9%	4%	-2%

Entries from the list above that contain a cyano group, in the order listed:
SMILES	influenza NS1A	VEEV TC-83 Vero	M. tuberculosis HTS	M. tuberculosis	PhoP GFP inhibition	others
COCCNC(=O)/C(C#N)=C/c1c(N2CCN(c3cccc(Cl)c3)CC2)nc2c(C)cccn2c1=O	13%	4.3%	9%	33%	-4%
CC1CN(c2nc3ccccn3c(=O)c2/C=C(\C#N)C(N)=O)CC(C)O1 (centres undefined)	-5%	1.1%	-2%	8%	-3%
Cn1c(=O)c2c(=O)cc(NNC(=O)CC#N)[nH]c2n(C)c1=O	-11%	i	-4%	i	2%

Remaining list, next part.
SMILES	influenza NS1A	VEEV TC-83 Vero	M. tuberculosis HTS	M. tuberculosis	PhoP GFP inhibition	others
O=C(O)CNC(=O)c1ccc(NS(=O)(=O)c2ccc3ccccc3c2)cc1	-8%	0.7%	-3%	1%	7%
CC(=O)Nc1ccc(S(=O)(=O)N2CCN(C(=O)N3CCCCCC3)CC2)cc1	-5%	1.4%	7%	10%	-5%
COc1cc(/C=C/CN2CCC(CO)(CC3CCCCO3)CC2)ccc1O (centres undefined)	2%	i	10%	5%	3%
Cc1cccc(N(Cc2ccccc2)C(=O)c2ccc(C)c(S(=O)(=O)N3CCOCC3)c2)c1	-4%	6.6%	-5%	24%	.
O=c1[nH]c(=S)c2ncn(-c3ccccc3)c2[nH]1	.	i	-1%	-4%	6%
C=C1[C@H]2CC[C@H]3[C@]4(C)C[C@H](O[C@@H]5OC(CO)[C@@H](OSOOO)[C@H](OS(=O)(=O)O)[C@H]5OC(=O)CC(C)C)C[C@@H](C(=O)O)[C@H]4CC[C@]3(C2)[C@H]1O (some centres undefined)	-3%	i	7%	.	.	VEEV TC-83 Vero 10K pilot screen=1.0
Cc1nn(C)c(C)c1CN(C)C(=O)C1(C)CC1(Br)Br (centres undefined)	0%	i	-10%	-4%	-7%
Cc1cc(/C=C2/SC(=S)N(c3cccc(C(F)(F)F)c3)C2=O)c(C)n1-c1cccnc1	24%	4.0%	28%	57%	-10%
Cc1cccc(C)c1NC(=O)CN1C(=O)S/C(=C\c2cccn2-c2cccc(C(=O)O)c2)C1=O	5%	1.5%	-2%	-8%	11%
Cc1cc(=O)[nH]c(SCCCOc2ccccc2Cl)n1	0%	1.2%	-5%	28%	1%
C/C(=N\O)C(=O)NCc1ccccn1	-2%	0.7%	-5%	-9%	2%
O=C(c1cccs1)N1CCN(c2ccccc2)CC1	7%	1.1%	-5%	49%	3%
Cc1ccc(OCCSc2nc3ccccc3n2CC(=O)O)cc1C	-2%	0.8%	-3%	-7%	0%
CCN(c1ccccc1)S(=O)(=O)c1ccc(Cl)c(NC(=O)CN2CCCCCC2)c1	0%	i	-4%	41%	12%
O=C(NN(c1ccccc1)c1ccccc1)c1ccc([N+](=O)[O-])o1	-1%	27%	57%	?	-11%
CC(=O)N1N=C(c2cccc(NS(C)(=O)=O)c2)CC1c1cccs1 (centres undefined)	-3%	7.0%	3%	19%	0%
CC(C)CC1(C2CCCC2)NC(=O)NC1=O (centres undefined)	0%	0.9%	.	.	.
COc1ccc(-c2csc(NC(=S)NC(=O)c3cc4ccccc4o3)n2)cc1Br	-1%	2.0%	-2%	-8%	-8%
Cc1c(C)n2c(SCC(=O)NC3CCCC3)nnc2[nH]c1=O	-7%	2.4%	-8%	-12%	3%
CC(c1ccccc1)N1C(=O)c2ccc(C(=O)NCc3ccco3)cc2C1=O (centres undefined)	5%	0.8%	.	.	.
O=C(COc1ccc(S(=O)(=O)N2CCCC2)cc1)N1CCCCC1	4%	1.3%	-1%	2%	10%
CC(C)NC(=O)Cn1c(SCC(=O)c2ccc(F)cc2)nc2ccccc21	9%	2.3%	6%	.	0%
Cc1ccc(NC(=O)C(C)OC(=O)c2nc(Cl)ccc2Cl)cc1S(=O)(=O)N1CCOCC1 (centres undefined)	-3%	2.5%	.	.	.
Cc1cc(C)c(N(C(=O)Cn2nnc3ccccc32)C(C(=O)NC(C)(C)C)c2ccsc2)c(C)c1 (centres undefined)	2%	0.6%	0%	15%	-5%
CC(OC(=O)CN1C(=O)c2ccccc2C1=O)C(=O)NC1CCCCC1 (centres undefined)	3%	0.2%	4%	-17%	10%
O=C(O)c1cc(S(=O)(=O)N2CCCCC2)sc1Cl	0%	i	-4%	-4%	-2%
O=C1/C(=C/c2ccncc2)SC(=S)N1Nc1ccccc1	.	0.1%	33%	?	11%
O=C(O)c1ccc2cccnc2c1O	0%	i	-7%	18%	8%
